EBI2 block – blocks human EBI2 receptor beta-arrestin signaling; P32249; EBI2 beta-arrestin recruitment, luminescence, 7a,25-OHC stimulated; inhibition, % at 5 µM; 360,000 compounds, 0.81% hits; AID 651636; in the data active = inhibition above about 38%;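 also: enzyme fragment complementation signal reports receptor beta-arrestin coupling in cells; 0% = agonist plus DMSO wells and 100% = wells without agonist; some results beyond the cut were filed as inactive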
Target sequence (P32249 whole entry, looked up, the tested form may be a part): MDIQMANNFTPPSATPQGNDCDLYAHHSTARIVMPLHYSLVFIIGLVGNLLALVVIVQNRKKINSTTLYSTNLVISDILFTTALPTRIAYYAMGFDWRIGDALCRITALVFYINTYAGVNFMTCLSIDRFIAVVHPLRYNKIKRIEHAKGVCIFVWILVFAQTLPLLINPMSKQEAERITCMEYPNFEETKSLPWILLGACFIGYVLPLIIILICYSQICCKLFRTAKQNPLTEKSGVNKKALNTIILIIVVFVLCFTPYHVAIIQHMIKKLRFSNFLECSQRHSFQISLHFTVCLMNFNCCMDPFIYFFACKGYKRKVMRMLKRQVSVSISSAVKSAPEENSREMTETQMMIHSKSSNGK
CXCR6 inh – CXCR6 (human) receptor inhibition; 360,000 compounds, 0.36% hits; CHO-K1 PathHunter CXCR6 beta-arrestin, luminescence; O00574; inhibition, % at 20 µM; in the data active = inhibition above about 34%, passing the limit was not always enough;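 also: antagonist mode with CXCL16 agonist at 10 nM final; 0% = 10 nM CXCL16 with DMSO and 100% = unstimulated wells without agonist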
Target sequence (O00574 whole entry, looked up): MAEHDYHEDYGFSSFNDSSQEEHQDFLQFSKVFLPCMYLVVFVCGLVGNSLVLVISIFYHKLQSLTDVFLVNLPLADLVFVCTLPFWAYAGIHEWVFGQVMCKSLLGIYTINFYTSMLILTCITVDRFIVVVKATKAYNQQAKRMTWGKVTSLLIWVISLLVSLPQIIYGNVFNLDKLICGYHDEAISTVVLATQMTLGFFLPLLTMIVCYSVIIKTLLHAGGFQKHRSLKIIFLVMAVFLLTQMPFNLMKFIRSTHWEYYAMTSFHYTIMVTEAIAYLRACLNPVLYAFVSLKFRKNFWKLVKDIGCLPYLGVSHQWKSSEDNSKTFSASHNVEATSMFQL
Starred values were filed as active, the others as inactive. This is a subset; rates above refer to the full screens.

SMILES	EBI2 block	CXCR6 inh
Fc1cccc(Cc2c(-c3cccc(Cl)c3)nc3c(Cl)cc(C(F)(F)F)cn23)c1	11	0
CCc1nc2ccc(C(=O)Nc3ccc(OC)c(OC)c3)cn2c1N(C)Cc1ccc(N(C)C)cc1	-3	1
O=C(Nc1nnc([C@H]2C[C@H](O)[C@@H](CO)O2)s1)NC(c1ccccc1)c1ccccc1	-5	3
O=C(CN1C(=O)c2cccc([N+](=O)[O-])c2C1=O)N1CCc2ccccc2C1	-5	2
O=C(Nc1ccc2c(c1)[C@@H]1C[C@@H](CC(=O)N3CCOCC3)O[C@@H](CO)[C@@H]1O2)NC1CCCC1	-14	3
COc1cccc(CNC(=O)c2ccc(CS(=O)Cc3ccccc3Cl)o2)c1 (configuration not stated)	3	-9
CC(OC(=O)c1ccc(S(C)(=O)=O)c([N+](=O)[O-])c1)C(=O)NC1C2CC3CC(C2)CC1C3 (configuration not stated)	65*	11
c1ccc(-c2ccc3cnccc3n2)cc1	-6	-6
CC(C)(C)c1cc(NC(=O)C2(C)CCN2C(=O)C2(c3ccccc3)CC2)no1 (configuration not stated)	9	10
COC(=O)[C@@]1(Cc2ccc(F)cc2)[C@H]2c3cc(C(=O)N(C)C)n(CCCNc4ncc(C(F)(F)F)cc4Cl)c3C[C@H]2CN1C(=O)c1ccccc1	34	-8
CC(C)C[C@H]1CNC(=O)C(=O)N1CC1CCN(CCc2ccccc2)CC1	-4	-2
CN1CCN(C(=O)c2ccc(-c3cnn(C)c3)c3ccoc23)CC1	1	2
S=C(NCCCc1cnc[nH]1)NCCCN(Cc1ccccc1)c1ccc(Br)cn1	-1	-1
O=C(O)c1ccccc1-c1cccc2nncn12	-7	2
Cc1cccc(C)c1NC(=O)C(c1ccccc1)N1CCN(C/C=C/c2ccccc2)CC1 (configuration not stated)	20	3
C[C@H](CO)N1C[C@H](C)[C@H](CN(C)C(=O)C2CC2)OCc2cnnn2CCCC1=O	-2	-2
CCCc1nc2ccc(Cl)cn2c1Cc1ccccc1OC	8	-6
O=C(NC(c1ccc(Cl)cc1)c1ccsc1)C1CCN(CCOc2ccc(Cl)cc2)CC1 (configuration not stated)	11	9
CC(C)(C)OC(=O)N1Cc2cc3ccccc3nc2C1	1	2
Nc1[nH]c(C(=O)c2ccccc2)c(-c2ccc(Cl)cc2)c1C(=O)NCCc1c[nH]c2ccccc12	9	3
CC(C)n1nnnc1C1c2ccccc2C(=O)N1CCc1ccccc1F (configuration not stated)	7	9
COc1ccc(C(C)(O)c2nc(-c3cccc(C(F)(F)F)c3)cs2)cc1 (configuration not stated)	9	-7
CCCCN(C)c1c(C)nc2ccc(C(=O)NCc3cccs3)cn12	-3	4
CCc1noc(C)c1C(=O)N1CCN(c2cccc(Cl)c2)CC1	10	2
CSc1ncnc2c1ncn2CCCN(C)CCc1ccccn1	-2	3
COc1ccc([C@H]2CN(c3ccc(OC)cc3)C(=O)[C@@H]2CC(=O)Nc2ccc(Br)cc2)cc1	9	3
O=C(NCc1ccccc1)c1[nH]c(C(F)(F)F)nc1-c1ccccc1	-10	-5
CCCNC(=O)C1(C)CCCN(C(=O)c2cc(C(C)(C)C)nn2C)C1 (configuration not stated)	-9	0
CC1C(=O)N(Cc2cn(CCC3OCCCO3)nn2)CCS(=O)(=O)N1Cc1ccc(-c2ccccc2)cc1 (configuration not stated)	3	1
COCOCCn1cc(CN2CCS(=O)(=O)N(Cc3ccc(-c4ccc(Cl)nc4)cc3)C(C(C)C)C2=O)nn1 (configuration not stated)	0	8
C[C@@H]1CN([C@H](C)CO)C(=O)CCCn2nncc2CO[C@H]1CN(C)Cc1ccc2c(c1)OCCO2	-6	1
C[C@@H]1CN([C@@H](C)CO)C(=O)CCCn2nncc2CO[C@H]1CN(C)S(=O)(=O)c1ccc(Oc2ccccc2)cc1	-2	5
Cc1cc(NC(=O)CS(=O)(=O)c2cn(Cc3cccc(Br)c3)c3ccccc23)no1	26	18
CC1=C(C(=O)N(C)C)CC(CC(=O)NCC2CCCCC2)C(=O)N1Cc1ccccc1 (configuration not stated)	2	1
COC(=O)c1cccc(N2C(=O)C[C@](Sc3ccc(C)cc3)(C(=O)OC)[C@H]2c2ccccc2)c1	-15	-1
CN(C)CCNc1ncnc2c1ncn2[C@H]1CN(Cc2ccc(F)cc2)C[C@@H](CO)O1	-1	0
CCCOc1ccc(C(=O)NC(=S)N2CCN(c3ncc4c(=O)c(C(=O)O)cn(CC)c4n3)CC2)cc1	3	7
CCOc1ccc(CCN2C(=S)N([C@@H](Cc3ccccc3)CN3CCC[C@@H]3CN3C(=S)NC[C@@H]3Cc3ccc(O)cc3)C[C@@H]2CC(C)C)cc1	-5	4
Nc1ccn(CCCNCC(c2ccccc2)c2ccccc2)c(=O)n1	0	7
CCc1cc(CNC(=O)C2CCC(=O)N(Cc3ccccc3F)C2)on1 (configuration not stated)	-3	-3
CCCS(=O)(=O)NC(=O)C1(C)CCN(C(=O)c2ccc(OC)cc2OC)C1 (configuration not stated)	1	10
Cc1ccsc1-c1cc2nc(NCCOc3ccccc3Cl)n(C)c(=O)c2s1	7	0
O=C1NC[C@H](CCCCN2CCN(CCc3ccccc3)C(=O)C2=O)N(CCc2ccccc2)C1=O	-2	7
c1ccc(CN2CCC3CC2c2ccc(N4CCOCC4)cc23)cc1 (configuration not stated)	-9	4
CC(O)(c1ccccc1)c1nc(-c2cc3ccccc3o2)cs1 (configuration not stated)	2	-12
CC(C)c1ccc(Nc2ncc3c(n2)CCN(C(=O)Nc2ccc(F)c(Cl)c2)C3)cc1	52*	-12
CCc1nc2c(OCC(=O)N3CCOCC3)cccn2c1N(C)C(=O)COc1ccccc1	-12	2
COc1ccc(C(=O)OCC(=O)N(Cc2ccccc2)Cc2ccccc2)c(O)c1	11	7
CCOC(=O)c1cc(-c2cccc(O)c2)oc1C	-12	-7
O=C(C=CC=Cc1ccccc1)c1ccc([N+](=O)[O-])cc1	17	-6
CCCC(=O)Nc1nnc([C@H]2C[C@H](O)[C@@H](CO)O2)s1	-9	-7
O=C(c1ccc(CS(=O)c2ccc(Br)cc2)o1)N1CCN(C2CCCCC2)CC1 (configuration not stated)	4	0
COc1ccccc1C(=O)NNC(=O)c1cc2ccccc2cc1O	7	-1
NC(Cc1ccc(F)cc1)c1csc(Nc2cc(NCc3ccco3)ncn2)n1 (configuration not stated)	0	-11
CCCC#Cc1cnc2c(c1)C(=O)N([C@H](C)CO)C[C@H](C)[C@@H](CN(C)C(=O)CCN1CCCCC1)O2	-1	6
CCCCCCn1c(=O)n2n(c1=O)[C@@H]1CN(S(=O)(=O)c3ccc(C)cc3)C[C@]1(O)[C@@H](OC(=O)NC1CCCC1)C2	6	5
Cc1ccccc1C(c1ncccc1C)N(C)C(=O)C1CCN(CCOc2ccc(Cl)cc2Cl)CC1 (configuration not stated)	24	-1
C=C(C)CN1C(=O)C(C)SC1=NN=C1SCC(=O)N1C (configuration not stated)	-3	6
CC(=O)Nc1ccc(CN2C(=O)C(CCc3ccccc3)ON=C2c2cnccn2)cc1 (configuration not stated)	-2	0
Cc1noc(C)c1NC(=O)N(C)C[C@H]1OCc2cn(nn2)CCCC(=O)N([C@@H](C)CO)C[C@@H]1C	4	19
The results go on.
SMILES	EBI2 block	CXCR6 inh
O=C(NC(c1ccc(Cl)cc1)c1cnccn1)C1CCN(Cc2ccc(Oc3ccccc3)cc2)CC1 (configuration not stated)	16	13
O=[N+]([O-])c1ccccc1NS(=O)(=O)c1ccccc1	-7	13
CCCCCn1nnnc1-c1nc2cc3ccccc3cc2[nH]c1=O	-6	-10
Cc1ccc(F)cc1C(=O)N1CCOCC1c1cc(C(=O)NCc2ccccc2)no1 (configuration not stated)	9	3
CC(C)(C)c1ccc(C(O)c2ncc(-c3cccc(F)c3)[nH]2)cc1 (configuration not stated)	11	-4
C=CCC1(CC=C)CCCN1C(=O)c1ccc2oc(CCCC)nc2c1	6	-7
C[C@@H](NC(=O)[C@@H]1CCCN1C(=O)[C@@H]1CCCN1C(=O)c1cccc2ccccc12)c1ccccc1	-8	-2
CC1(C(=O)NCc2ccccc2Br)CCN1C(=O)Cc1ccc(-c2ccccc2)cc1 (configuration not stated)	10	9
COc1cccc(C(NC(C)=O)c2nc(-c3ccc(F)cc3OC)cs2)c1 (configuration not stated)	6	5
Cc1nc(C(=O)N2CCCC(N3CCN(c4ccc(F)cc4)CC3)C2)cs1 (configuration not stated)	-4	-6
Cc1ccc(-c2cnc(C(O)c3ccc(Cl)c(Cl)c3)[nH]2)cc1 (configuration not stated)	3	1
Cc1ccc(Cc2c(-c3cccc(Br)c3)nc3c(Cl)cc(C(F)(F)F)cn23)cc1	5	-13
O=C(C(=NNc1ccccc1)C(=S)Nc1ccccc1)c1ccccc1	20	26
COC(=O)c1cnc(Nc2nc(C(N)Cc3ccc(OC)cc3)cs2)nc1C(F)(F)F (configuration not stated)	-4	2
CC(C)C[C@H]1CN(CCCC[C@H]2CNC(=O)C(=O)N2CC2CCCCC2)C(=O)C(=O)N1CCc1ccc(O)cc1	2	8
CN1CCn2cnc(C(=O)Nc3ccc(CNC(=O)OC(C)(C)C)cc3)c2C1=O	3	1
CC(=O)Nc1ccc(-c2ccnc3c2CC(C)(C(=O)NCc2ccc(N(C)C)cc2)O3)cc1 (configuration not stated)	3	12
CCCNC(=O)N(C)C[C@@H]1Oc2cc(Br)ccc2S(=O)(=O)N([C@@H](C)CO)C[C@H]1C	-1	4
Cc1nc(C(F)(F)F)ccc1C(=O)N1CCC1(C)C(=O)NS(=O)(=O)c1ccc2ccccc2c1 (configuration not stated)	-4	3
CC(C)c1ccc(CC(=O)N2CCC2(C)C(=O)Nc2ccc3c(c2)OCCO3)cc1 (configuration not stated)	-1	0
CC(C)C1C(=O)N(Cc2cn(CC3CCCCC3)nn2)CCS(=O)(=O)N1Cc1ccc(-c2ccccc2)cc1 (configuration not stated)	38	3
COCCCN1C(=O)C(CC(=O)NCc2cccc3ccccc23)CC(C(=O)N(C(C)C)C(C)C)=C1C (configuration not stated)	-1	-3
O=C(O)c1ccc(CNC(=O)C2CCN(S(=O)(=O)c3ccc4c(c3)OCCO4)CC2)cc1	0	-2
Cc1ccc(CN2C(=O)c3ccccc3C2c2nnnn2C(C)C)cc1 (configuration not stated)	-11	2
Cc1nn(C)cc1CN(C)C(=O)C1CCC(=O)N(CCc2cccc(F)c2)C1 (configuration not stated)	-6	-4
CC(=O)N1C[C@H]2CON(C)[C@H]2C[C@H]1c1cccc(N2CCOCC2)c1	1	1
CN(Cc1ccc2nsnc2c1)C(=O)C1CCC(=O)N(CCc2ccccc2)C1 (configuration not stated)	29	-8
O=C(NCC(F)(F)F)c1csc([C@@H]2O[C@H](CO)[C@H](O)[C@H](O)[C@H]2O)n1	-5	1
Cn1ncc([N+](=O)[O-])c1C(=O)Nc1cc(Cl)ccc1Cl	-10	-5
CC(C)N(C)c1ncnc2c1ncn2[C@H]1CN(Cc2ccccc2)C[C@@H](CO)O1	16	-6
O=C(O)C1CCC2CCCC21 (configuration not stated)	7	4
CCOC(=O)CNC(=O)CSc1nc(C(C)C)nc2c1cnn2-c1ccccc1	1	5
CCC(=O)N1CCC1(C)C(=O)Nc1ccc2c(c1)OCO2 (configuration not stated)	-4	0
CCCS(=O)(=O)NC(=O)C1(C)CCCN(C(=O)c2cc(OC)ccc2Br)C1 (configuration not stated)	-10	0

Sorted by molecular weight (smallest number first): part of the list above
SMILES	EBI2 block	CXCR6 inh
O=C(O)C1CCC2CCCC21 (configuration not stated)	7	4
CCC(=O)N1CCC1(C)C(=O)Nc1ccc2c(c1)OCO2 (configuration not stated)	-4	0
Cn1ncc([N+](=O)[O-])c1C(=O)Nc1cc(Cl)ccc1Cl	-10	-5
CC(=O)N1C[C@H]2CON(C)[C@H]2C[C@H]1c1cccc(N2CCOCC2)c1	1	1
Cc1ccc(CN2C(=O)c3ccccc3C2c2nnnn2C(C)C)cc1 (configuration not stated)	-11	2
O=C(C(=NNc1ccccc1)C(=S)Nc1ccccc1)c1ccccc1	20	26
O=C(NCC(F)(F)F)c1csc([C@@H]2O[C@H](CO)[C@H](O)[C@H](O)[C@H]2O)n1	-5	1
Cc1nn(C)cc1CN(C)C(=O)C1CCC(=O)N(CCc2cccc(F)c2)C1 (configuration not stated)	-6	-4
CC(C)N(C)c1ncnc2c1ncn2[C@H]1CN(Cc2ccccc2)C[C@@H](CO)O1	16	-6
CN1CCn2cnc(C(=O)Nc3ccc(CNC(=O)OC(C)(C)C)cc3)c2C1=O	3	1
CC(C)c1ccc(CC(=O)N2CCC2(C)C(=O)Nc2ccc3c(c2)OCCO3)cc1 (configuration not stated)	-1	0
CN(Cc1ccc2nsnc2c1)C(=O)C1CCC(=O)N(CCc2ccccc2)C1 (configuration not stated)	29	-8
CCOC(=O)CNC(=O)CSc1nc(C(C)C)nc2c1cnn2-c1ccccc1	1	5
CC(=O)Nc1ccc(-c2ccnc3c2CC(C)(C(=O)NCc2ccc(N(C)C)cc2)O3)cc1 (configuration not stated)	3	12
COC(=O)c1cnc(Nc2nc(C(N)Cc3ccc(OC)cc3)cs2)nc1C(F)(F)F (configuration not stated)	-4	2
CCCS(=O)(=O)NC(=O)C1(C)CCCN(C(=O)c2cc(OC)ccc2Br)C1 (configuration not stated)	-10	0
Cc1ccc(Cc2c(-c3cccc(Br)c3)nc3c(Cl)cc(C(F)(F)F)cn23)cc1	5	-13
Cc1nc(C(F)(F)F)ccc1C(=O)N1CCC1(C)C(=O)NS(=O)(=O)c1ccc2ccccc2c1 (configuration not stated)	-4	3
CCCNC(=O)N(C)C[C@@H]1Oc2cc(Br)ccc2S(=O)(=O)N([C@@H](C)CO)C[C@H]1C	-1	4
COCCCN1C(=O)C(CC(=O)NCc2cccc3ccccc23)CC(C(=O)N(C(C)C)C(C)C)=C1C (configuration not stated)	-1	-3
CC(C)C[C@H]1CN(CCCC[C@H]2CNC(=O)C(=O)N2CC2CCCCC2)C(=O)C(=O)N1CCc1ccc(O)cc1	2	8
